# BRCA1 expr up: activators of BRCA1 expression; MCF7-BRCA1-FFLuc reporter, luminescence, 48 h; response scale: scaled: vehicle 0%, 10 µM genistein 100%; Potency, µM (titrated, usually from 46.1 µM), without a hit: at the top dose activation, usual class: activators; hit rate 1.1% among 380,000; note: nearly all actives have a fitted effect of over 80% in size; some results filed as inactive show a strong effect at the top dose
#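 48 h compound treatment of MCF7-BRCA1-FFLuc cells (phenol-red free MEM, 37 °C), then 15 min with luciferase substrate and luminescence imaging.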
# MBNL1-CUG inh: MBNL1-poly(CUG) RNA binding inhibition. Q9NR56. TR-FRET MBNL1-His/biotin-(CUG)12 binding, 665/545 ratio. Potency, µM (titrated, usually from 57.5 µM), without a hit: at the highest dose activity change, negative = inhibition, usual class: inhibitors. hit rate 0.036% among 280,000; active = well fitted inhibition curve with a large enough effect in the signal ratio, with a control signal flat, not every such curve was filed as active; inconclusive = small, poorly fitted or top-dose-only effect, or effect the other way, or a change in a side signal; inactive = no such curve, though single readings can be large or run the other way; the % refers to the signal ratio; note: % is set by controls: 0 for no effect and ±100 for the full control effect
#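 MBNL1-His + Biotin-(CUG)12, cpd titration 92 nM–58 uM; Tb anti-His Ab 0.055 ng/ul, SA-XL665 5 nM (final); 60 min RT; ratiometric 665/545 nm, Ex 340 nm; normalized to buffer and full-complex controls.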
# VP16 counter: counter-screen for ROR gamma inhibitors: Gal4-VP16 reporter | Drosophila S2 Gal4-VP16 UAS-luciferase, luminescence, 20 h | Potency, µM (highest dose often 53.6 µM), without a hit: top-dose activity, negative = inhibition, hits mostly inhibitors | hit rate 3.5% among 310,000 | AID 2546;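 note: Gal4-VP16 expression switched on by copper sulfate through the metallothionein promoter; % is set by controls: 0 for no effect and ±100 for the full control effect; nearly all actives have a fitted effect of over 50% in size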
# FLuc modulator: firefly luciferase modulation, counter-screen for miR-21 project | AID 588342 | purified FLuc, Km substrates, luminescence inhibition | Potency, µM (top dose mostly 57.5 µM), without a hit: at the top dose activity change, negative = inhibition, hits mostly inhibitors | hit rate 6.9% among 360,000 | P08659;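 note: plate controls were vehicle for no effect and reference inhibitor for full effect; nearly all actives have a fitted effect of over 55% in size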
#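 Biochemical qHTS of compounds, final roughly 60 µM downward over six points, against 10 nM purified firefly luciferase using Km concentrations of substrates (10 uM D-luciferin, 10 uM ATP) in Tris acetate pH 7.5 buffer; luminescence output.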
# NPC1 promoter act: activates the NPC1 promoter; Huh7 NPC1 promoter luciferase reporter, 24 h; Potency, µM (highest dose often 9.22 µM), for the others: at the highest dose activation, actives largely listed as activators; hit rate 2.4% among 320,000;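 note: % of control where 0% means no effect; nearly all actives have a fitted effect of over 60% in size; reporter is driven by a mutant NPC1 promoter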
#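 NPC1 promoter–luciferase Huh7 cells; 24 h compound; luminescence.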
# uPA generation: cell surface uPA generation inhibition; cell surface uPA generation assay, qHTS; Potency, µM (doses to about 38.3 µM), for inactives: at the highest dose activity change, negative = inhibition, usual class: inhibitors; hit rate 0.31% among 330,000; active = well fitted inhibition curve with a large enough effect; inconclusive = small, poorly fitted or top-dose-only effect; inactive = no such curve, though single readings can be large or run the other way; tested in mouse RAW 264.7 cells; note: % is set by controls: 0 for no effect and ±100 for the full control effect; nearly all actives have a fitted effect of over 55% in size
# CXXC DNA block: MLL CXXC-DNA interaction inhibition; MLL-CXXC / FITC-HOXA9 DNA fluorescence polarization; hit rate 0.037% among 290,000; AID 2662; Potency, µM (doses to about 115 µM), inactives show top-dose activity change, negative = inhibition, usual class: inhibitors; active = well fitted inhibition curve with a large enough effect in the polarisation, with a control signal flat, not every such curve was filed as active; inconclusive = small, poorly fitted or top-dose-only effect, or effect the other way, or a change in a side signal; inactive = no such curve, though single readings can be large or run the other way; the % refers to the polarisation
#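 Purified MLL-CXXC (added from a 7 uM solution) was preincubated 5 min at ambient with pinned compounds in 50 mM Tris-HCl pH 7.5, 50 mM NaCl, 1 mM DTT, 0.05% BSA. Fluorescein-labeled HOX-A9 DNA (50 nM solution) followed, 30 min, then polarization read.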
# RORg inh: blocks mouse ROR gamma transcriptional activity. Drosophila S2 Gal4-RORgamma UAS-luciferase reporter, 20 h. Potency, µM (doses to about 53.6 µM), without a hit: at the top dose activity change, negative = inhibition, hits mostly inhibitors. hit rate 5.4% among 310,000. P51450; note: % is set by controls: 0 for no effect and ±100 for the full control effect; nearly all actives have a fitted effect of over 60% in size
#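 Using a luciferase readout, inhibitors were identified by reduced reporter activity in Drosophila cells coexpressing a copper-inducible Gal4–ROR gamma fusion and UAS-driven Photinus luciferase, incubated 20 hr after 700 uM copper sulfate.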
# Rab9 prom act: activators of Rab9 promoter. hit rate 2.8% among 320,000. Huh7 Rab9 promoter-luciferase reporter, luminescence, 24 h. Potency, µM (titrated, usually from 9.22 µM), inactives show top-dose activation, negative = inhibition, most hits filed as activators; note: % of control where 0% means no effect; nearly all actives have a fitted effect of over 60% in size
#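 Luminescence from Amplite-detected luciferase (10 minutes, ambient) reports Rab9 promoter activation. Before that, stable Rab9-luciferase Huh7 cells (1500/well, reduced-serum OP-MEM I plus 10% FBS) were exposed to compound for 24 hours at 37C.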
# ELG1 genotox: induces genotoxicity in HEK293T cells with luciferase-tagged ELG1; hit rate 1.3% among 330,000; HEK293T ELG1-luciferase reporter, luminescence, 16 h; AID 504466; Potency, µM (top dose mostly 46 µM), inactives show top-dose activity change, positive = activation, hits mostly activators; note: % of control where 0% means no effect; nearly all actives have a fitted effect of over 60% in size
#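 Cells (2,000/well) expressing the ELG1-luciferase fusion are dosed by pin tool and kept 16 hr at 37 °C, 5% CO2. Signal comes from ONE-Glo luciferase reagent after 30 min at room temperature.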
# p53 reactivator: restores transcriptional activity of mutant p53; Potency, µM (titrated, usually from 92.2 µM), inactives show top-dose activity change, positive = activation, most hits filed as activators; H1299 p53-A138V BP100-luciferase reporter, luminescence, 24 h; hit rate 0.063% among 320,000; note: % of control where 0% means no effect; nearly all actives have a fitted effect of over 45% in size
#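 H1299 (p53-null), stable ts p53-A138V + BP100-Luc; 1000 cells/well, Opti-MEM/10% FBS; cpd 4 pt, 1:5; 24 h, 37 deg C, 5% CO2; detection reagent 10 min RT; luminescence.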
# * = called active by the depositor; u = inconclusive; x = no result given; [ ] = another dose, or the depositor's remark. Unless noted, calls come from the whole dose curve; as a rule, active = well fitted curve in the direction sought with a large enough effect; inconclusive = small, poorly fitted or top-dose-only effect, or another doubt; inactive = no such curve, though single readings can be large; an effect the other way counts as inactive or inconclusive. Potency is the fitted concentration of half-maximal effect. This is a subset (hit frequency here may not be typical).
SMILES,BRCA1 expr up,MBNL1-CUG inh,VP16 counter,FLuc modulator,NPC1 promoter act,uPA generation,CXXC DNA block,RORg inh,Rab9 prom act,ELG1 genotox,p53 reactivator
CCc1ccc2oc(-c3cccc(N)c3)nc2c1,30.0%,2.0%,14.1µM*,0.239µM*,0.562µM*,-8.4%,-5.7%,10µM*,1.58µM*,u,22.5%
CN(C)S(=O)(=O)n1cc(/C=C(\NC(=O)c2ccccc2F)C(=O)NCCCN2CCOCC2)c2ccccc21,-5.1%,24.4%,2.1%,-0.5%,-2.1%,-0.1%,17.3%,0.4%,2.2%,-9.0%,-6.3%
O=C(c1ccccc1CCc1ccccc1)N1CCN(c2ccccn2)CC1,-47.7%,5.8%,2.7%,4.5%,-4.6%,-1.3%,-3.2%,13.9%,-7.2%,-9.7%,-8.9%
Nc1ncnc2c1ncn2[C@@H]1O[C@H](COS(=O)(=O)O)[C@@H](O)[C@H]1O,-8.4%,x,x,6.9%,-4.6%,22.5%,x,x,-0.8%,-1.8%,0.3%
CC(=O)NCCOC(=O)Nc1ccncc1,-5.8%,1.9%,0.4%,0.1%,0.6%,x,-2.5%,22.7%,5.4%,-0.7%,0.3%
CN1CCN(CCNC(=O)c2ccc3nc(-c4ccc(F)cc4)c(-c4ccc(F)cc4)nc3c2)CC1,-29.5%,u,-27.5%,1.2%,-2.5%,-6.4%,1.0%,u,-1.5%,6.7%,-6.8%
CC(NC(=O)CN(C1CCCCC1)S(C)(=O)=O)c1ccccc1 (stereo not given),26.4%,4.5%,4.8%,4.9%,-2.0%,2.8%,0.1%,-20.3%,-3.0%,0.5%,-7.3%
CCC(=O)Nc1ccc(C(=O)N/N=C/c2c(C)[nH]c3ccccc23)cc1,0.0%,14.9%,-9.4%,21.3µM*,-0.5%,-1.8%,11.7%,13.8%,0.0%,10.6%,-2.9%
CCc1cc(C(=O)N2CCOCC2)c(NC2=NS(=O)(=O)c3ccccc32)s1,-23.1%,4.8%,5.3%,-8.2%,0.4%,5.5%,-2.0%,-4.1%[10 µM],-2.1%,-0.9%,3.0%
Cc1cc(Nc2ncc(Cl)cc2Cl)n(-c2ccccc2)n1,-19.5%,0.1%,u,-5.2%,-1.7%,-12.1%,u,-12.1%,-6.2%,7.2%,-11.0%
CCCn1c(=O)c(C(=O)NC(C)c2ccccc2)c(O)c2ccccc21 (stereo not given),-4.8%,77.2%[activator],-0.3%,2.8%,2.3%,2.0%,0.0%,u,-13.2%,-3.8%,0.1%
COc1ccc(CNS(=O)(=O)c2ccc(-n3cccn3)cc2)cc1,-24.6%,1.4%,-0.4%,-1.1%,0.7%,5.2%,-5.1%,37.5%,-1.9%,-2.5%,-7.3%
COc1cc(CNc2ccc(NC(C)=O)cc2)ccc1OCc1ccccc1C,u,1.2%,-0.7%,15.1µM*,13.3%,10.0%,0.5%,u,u,u,27.2%
Cc1ccc(-n2nnnc2SCC(=O)N2c3ccccc3NC(=O)C2(C)C)cc1,-22.2%,1.8%,1.9%,2.3%,-0.5%,2.3%,-3.5%,9.8%,-5.0%,-4.8%,5.1%
CCCC/C(C)=N/NC(=O)c1cn(-c2ccccc2)nc1-c1ccccc1,-42.1%,-14.3%,-12.2%,u,1.8%,u,-2.1%,-21.8%,-2.3%,2.0%,10.0%
COc1ccccc1CCC(=O)Nc1nc2ccccc2[nH]1,-5.9%,0.4%,u,13.5µM*,u,-6.1%,12.1%,u,u,u,u
COC(=O)C1=C(COc2ccc(C=O)cc2OC)NC(=O)NC1c1cc(C)ccc1C (stereo not given),-27.8%,u,u,-11.1%,-1.5%,-5.5%,-9.5%,37.4%,-5.6%,-1.7%,-18.6%
COc1cc(NC(=O)Cn2cnc(S(=O)(=O)N3CCc4ccccc43)c2)cc(OC)c1OC,-7.0%,-0.9%,-12.5%,0.1%,0.4%,3.4%,37.8%[activator],1.7%,-5.0%,-0.6%[9.26 µM],1.0%
CCCc1[nH]c(=O)c(C#N)c2c1COC(C)(C)C2,-8.6%,0.9%,-13.1%,4.3%,2.7%,x,8.8%,-23.9%,-3.3%,-2.6%,0.5%
COc1ccc(CN2C(=NC(=O)C3CCCO3)SC3CS(=O)(=O)CC32)cc1 (stereo not given),2.8%,2.8%,1.2%,0.3%,0.9%,0.2%,1.3%,-15.8%,-2.2%,2.7%,-2.0%
COc1ccc2cc(CCNC(=O)c3ccc4c(c3)OCO4)c(=O)[nH]c2c1,-8.0%,8.5%,0.8%,-0.9%,-1.7%,33.1%[activator],4.2%,u,1.1%,-16.8%,-1.6%
CN=C1SC(CC(=O)Nc2ccccc2F)C(=O)N1C (stereo not given),0.0%,-0.3%,2.4%,-0.3%,0.6%,3.0%,-3.8%,-21.7%,0.5%,-4.9%,2.5%
COc1ccc(CC(=O)Nc2ccc(S(=O)(=O)Nc3nccc(C)n3)cc2)cc1,4.0%,-2.8%,3.2%,2.7%,-2.8%,10.2%,-1.3%,8.9%,-3.9%,1.0%,-1.1%
COc1ccc(-c2cc(C(=O)Nc3ccc(OC)c(OC)c3)no2)cc1,0.5%,-3.8%,1.0%,-2.5%,0.3%,7.0%,14.7%,5.8%,-2.2%,2.8%,-2.7%
CC(C)(C)c1ccc(-c2n[nH]c(=S)n2Cc2ccccc2)cc1,-38.2%,28.2%,7.08µM*,-0.6%,1.6%,1.7%,20.7%,2.24µM*,0.1%,5.3%,12.6%
Cc1cc(C)cc(N(CC(=O)Nc2ccc(C)cc2Cl)S(=O)(=O)c2c(C)[nH]c(=O)[nH]c2=O)c1,0.0%,-9.6%,-6.8%,0.7%,7.0%,3.0%,-10.2%,u,-6.0%,-4.1%,-7.5%
COC(=O)CN(c1ccc(OC)cc1OC)S(=O)(=O)c1ccccc1[N+](=O)[O-],-45.6%,-16.9%,4.4%,u,-2.8%,-0.5%,-8.3%,5.7%,1.1%,5.0%,0.9%
COc1ccc(C2CC(=O)c3ccccc3O2)cc1 (stereo not given),u,20.8%,-0.1%,15.1µM*,u,-12.2%,5.3%,-4.3%,u,u,u
Cn1cccc1-c1cc(C(=O)N2CCc3c([nH]c4ccccc34)C2c2ccccn2)[nH]n1 (stereo not given),-43.7%,-2.0%,-3.5%,1.5%,-2.9%,-10.5%,-9.4%,1.5%,-5.8%,-17.8%,-1.6%
O=C(Nc1cccc(-c2nc3cc(Cl)ccc3o2)c1)C1CCCO1 (stereo not given),u,7.2%,1.0%,-8.3%[2.3 µM],9.2%,1.1%,0.1%,u,15.5%,6.5%,20.2%
CCOc1cc(/C=C/c2ccc3cccc([N+](=O)[O-])c3n2)cc(Cl)c1O,-74.4%,7.4%,-15.1%,-13.4%,-6.0%,-4.2%,-8.9%,u,0.8%,0.8%,14.3%
O=c1[nH]nc(-c2ccc(NCCCO)c([N+](=O)[O-])c2)c2ccccc12,-15.7%,u,0.4%,1.1%,-2.7%,-0.2%,2.5%,2.8%,-1.5%,0.6%,2.9%
Nc1nonc1-n1nnc(C(=O)N/N=C/c2ccc(Br)cc2)c1CSC1=NCCS1,-70.4%,19.3%,u,6.0%,-1.0%,-6.9%,3.7%,-124.5%,-4.8%,-7.0%,u
Cc1cccc(-n2nc(CC#N)c(C#N)c2N)c1,-22.5%,-2.0%,-3.9%,3.5%,1.4%,-2.9%,24.5%,-4.9%,-0.8%,2.9%,3.4%
CN(CC(=O)N1CC=C(c2ccccc2)CC1)S(=O)(=O)c1cnc[nH]1,3.3%,0.0%,0.0%,2.2%,-2.7%,-2.6%,10.4%,18.9%,-0.2%,0.5%,13.7%
O=C(/C=C/c1cc(Br)ccc1O)c1ccco1,-80.7%,-2.2%,u,u,-1.3%,-14.6%,-2.4%,u,-0.5%,20.8%,-13.6%
CCOC(=O)c1c(N)sc(C(N)=O)c1C,37.1%,4.9%,-2.7%,-13.7%,10.3%,-2.6%,2.9%,11.7%,1.3%,2.9%,0.5%
Cn1c(=O)c2c(nc(SCc3ccc(F)cc3)n2C)n(C)c1=O,-10.3%,0.4%,u,-0.9%,-1.9%,-1.9%,0.6%,-14.2%[1.91 µM],-0.6%,-10.0%,x
CCCC(=O)OCC(=O)Nc1ccccc1C#N,10.3%,-6.4%,8.7%,-1.0%,-1.4%,-4.1%,8.7%,u,-2.0%,-1.3%,-6.1%
